tim10-1 inh: inhibits growth of tim10-1 mutant yeast; S. cerevisiae tim10-1 ts strain growth, BacTiter-Glo, 24 h; inhibition, % at 20 µM; 2.2% of 330,000 active; AID 463190;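 active = inhibition of at least 40%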;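 note: mutant grown at 25 °C; 0% = DMSO wells with yeast and 100% = wells holding no yeast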
Mdm2 MdmX PPI: human Mdm2/MdmX binding inhibition; SaOS-2 split-luciferase Mdm2/MdmX complementation, luminescence; inhibition, % at 8 µM; 3% of 330,000 active; AID 485346;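 active = inhibition of at least 50% at 8 µM in the primary screen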
APJ ag: activates the human apelin receptor APJ | activation, % at 20 µM | P35414 | CHO-K1 APJ PathHunter beta-arrestin, luminescence; 0% DMSO wells, 100% apelin | 0.11% of 330,000 active;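 active = activation more than six SD over the plate average, tested at 20 µM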;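 note: 0% = DMSO alone and 100% = apelin-13 at 10 nM; some results filed as inactive read as strong as hits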
Target sequence (P35414 whole entry, looked up): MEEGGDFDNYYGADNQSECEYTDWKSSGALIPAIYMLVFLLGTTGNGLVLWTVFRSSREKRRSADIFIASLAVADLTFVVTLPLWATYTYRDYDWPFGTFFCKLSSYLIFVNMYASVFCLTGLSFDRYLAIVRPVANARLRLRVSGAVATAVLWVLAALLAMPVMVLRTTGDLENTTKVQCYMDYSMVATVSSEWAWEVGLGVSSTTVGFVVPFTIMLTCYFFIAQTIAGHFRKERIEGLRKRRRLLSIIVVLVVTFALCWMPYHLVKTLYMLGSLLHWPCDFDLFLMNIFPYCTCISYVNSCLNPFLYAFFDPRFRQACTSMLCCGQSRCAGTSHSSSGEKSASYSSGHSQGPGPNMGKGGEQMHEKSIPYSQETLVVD
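Assay system: CHO-K1 APJ beta-arrestin complementation cell line / Compound: single test compound dose, 20 µM final, 1% DMSO / Times: overnight seeding, 90 min compound at 25 °C, 1 h detection / Technique: beta-gal luminescence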
CHOP UPR activ: apoptotic UPR (CHOP) activation | AID 449763 | CHO-CHOP luciferase reporter, luminescence; percent of tunicamycin response over DMSO baseline | activation, % at 10 µM | 0.34% of 330,000 active;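 active = at 10 µM dose, activation of 40% or more, normalized to positive control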;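 note: 100% = tunicamycin at 10 µg/mL and 0% = DMSO alone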
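measured by = luciferase luminescence | assay system = CHO-CHOP cells, stable luciferase reporter of PERK-eIF2a-CHOP signalling | amount = 500 reporter cells seeded per well | timing = 6 h compound exposure at 37 °C after overnight seeding | controls = positive tunicamycin 10 µg/mL, negative DMSO alone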
XBP1 UPR activ: adaptive UPR (XBP1) activation; 0.33% of 330,000 active; CHO-XBP1 luciferase reporter, IRE1-XBP1 UPR activation, luminescence; percent of tunicamycin response, DMSO as zero; AID 463104; activation, % at 20 µM;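 active = versus positive control, 20 µM dose yields 30% or more activation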;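 note: 100% = tunicamycin at 10 µg/mL and 0% = DMSO only wells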
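Assay system: IRE1-XBP1 luciferase reporter CHO line. Input: 1000 cells/well. Buffer or medium: F12 with 10% serum. Doses: 20 µM, 1% DMSO. Times: overnight seeding at 37 °C, 6 h compound treatment at 37 °C. Technique: Steady-Glo luciferase glow luminescence, 10 min after reagent addition.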
TIM10 inh: growth inhibitors of TIM10 yeast strain. S. cerevisiae TIM10 strain growth, BacTiter-Glo luminescence, 24 h. inhibition, % at 10 µM. 1.4% of 330,000 active;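 active = inhibition of 40% or more at the single tested concentration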;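 note: wild-type TIM10 isogenic control strain grown at permissive 25 °C; 0% = DMSO yeast wells and 100% = minimal medium wells without yeast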
tim23-1 inh: tim23-1 yeast growth inhibition. S. cerevisiae tim23-1 growth, BacTiter-Glo luminescence, 24 h. inhibition, % at 20 µM. 1.3% of 330,000 active;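 active = growth inhibition of the mutant yeast at or above 50%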;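 note: temperature-sensitive mutant grown at 25 °C; plate controls were DMSO-treated mutant yeast for no effect and medium wells lacking yeast for full effect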
CXCR6 block: CXCR6 (human) receptor inhibition | inhibition, % at 20 µM | CHO-K1 PathHunter CXCR6 beta-arrestin, luminescence | 0.36% of 360,000 active | O00574; in the data active = inhibition above about 34%, passing the limit was not always enough;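 note: antagonist mode with CXCL16 agonist at 10 nM final; 0% = 10 nM CXCL16 with DMSO and 100% = unstimulated wells without agonist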
Target sequence (O00574 whole entry, looked up): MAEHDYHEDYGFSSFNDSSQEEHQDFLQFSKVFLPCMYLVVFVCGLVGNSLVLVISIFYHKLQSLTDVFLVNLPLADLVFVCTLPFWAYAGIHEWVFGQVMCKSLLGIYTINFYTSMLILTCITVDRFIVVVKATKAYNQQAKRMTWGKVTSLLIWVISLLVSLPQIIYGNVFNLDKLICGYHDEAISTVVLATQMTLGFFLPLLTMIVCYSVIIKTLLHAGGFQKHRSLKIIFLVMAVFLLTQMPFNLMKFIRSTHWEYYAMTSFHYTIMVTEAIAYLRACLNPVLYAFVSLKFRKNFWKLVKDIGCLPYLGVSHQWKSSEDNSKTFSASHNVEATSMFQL
APJ antagonist: blocks the human apelin receptor APJ | P35414 | CHO-K1 APJ beta-arrestin complementation, luminescence | inhibition, % at 20 µM | 0.32% of 330,000 active | AID 2521;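 active = inhibition above about 40% at 20 µM, limit read from the data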;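 note: cells challenged with 10 nM apelin-13 agonist together with compound; plate controls were apelin-13 plus DMSO wells for no effect and DMSO wells lacking apelin-13 for full effect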
* marks the source's active call; other numbers are inactive results; · = not tested or not shown. An excerpt (hit frequency here may not be typical).

SMILES	tim10-1 inh	Mdm2 MdmX PPI	APJ ag	CHOP UPR activ	XBP1 UPR activ	TIM10 inh	tim23-1 inh	CXCR6 block	APJ antagonist
O=C(CN1CCN(CCO)CC1)Nc1ccc(Cl)cc1C(=O)c1ccccc1	7	15	-2	-0.8	-2	8	20	0	-17
Cc1ccc(C2N(c3ccccn3)C(=O)C3CCCN32)o1 (stereo not drawn)	3	10	0	-2.9	-1	3	4	-9	-14
O=C(Cc1ccc(Cl)cc1)NCCN1CCN(C(=O)Cc2ccc(Cl)cc2)CC1	2	-1	2	-0.7	-3	4	3	-4	1
COc1ccc(OC)c(-n2c(O)c(C=Nc3c(C)n(C)n(-c4ccccc4)c3=O)c(=O)[nH]c2=O)c1	8	0	1	-2.1	1	11	-12	-8	4
COC(=O)C1=C(c2ccc(F)cc2OCc2ccccc2)C[C@@H]2CC[C@H]1N2C(=O)NCCN1CCOCC1	-6	-7	-3	0.9	1	0	-1	5	-4
COC(=O)C1=C(c2ccc(F)cc2OCc2ccccc2)C[C@@H]2CC[C@H]1N2C(=O)N1CCCCC1	9	4	-3	-0.7	0	6	17	8	-11
COc1ccc(CN2C(=O)NC(=O)/C(=C/c3cc(OC)c(OC)c(OC)c3)C2=O)cc1	6	24	-1	1.0	-2	2	-8	9	22
C#CCN1C(=O)C2(C(C#N)=C(N)OC(C)=C2C(=O)OCc2ccccc2)c2ccccc21 (stereo not drawn)	30	-10	3	0.3	1	26	18	4	-25
CN(C)C(=O)Oc1ccc2c(c1)O/C(=C\c1cccc(Cl)c1)C2=O	41*	-33	-2	5.3	5	23	36	-10	16
CCCn1c(C)cc(C=O)c1C	8	7	1	-1.0	0	-10	1	2	-3
O=C(CCN1C(=O)COc2ccccc21)N1CCC2(CC1)OCCO2	-15	5	2	-0.6	0	-11	1	-1	-21
CCOc1ccc(-n2c(O)c(C=NCCN3CCNCC3)c(=O)[nH]c2=O)cc1	-23	3	-2	-0.6	0	-13	-25	-3	0
CC1(C)COC(Nc2ccc(Cl)cc2)=N1	17	-6	5	2.3	2	4	10	-8	-17
O=C(c1cc(-c2ccccc2)on1)N1CCC2(CC1)OCCO2	8	-61	-1	2.8	3	2	6	·	7
CCC(C)/C=C(C)/C=C/C1=CC2=C(Cl)C(=O)C(C)(OC(C)=O)C(=O)C2=CO1 (stereo not drawn)	16	16	-6	-1.0	1	14	14	0	-21
CCOC(=O)C1CCN(/C=C2/C(=O)NC(=S)N(c3ccccc3F)C2=O)CC1	11	-12	-4	-1.0	-1	-3	7	8	14
O=c1[nH]c(O)c(C=Nc2ccccc2Sc2ccccc2)c(=O)[nH]1	3	23	0	0.5	2	10	5	0	13
COc1ccc(-n2c(/C=C/c3ccc4c(c3)OCO4)nc3ccccc3c2=O)cc1	26	24	0	-0.2	-3	17	50*	4	0
CN1CCN(C(=O)O[C@H]2c3nccnc3C(=O)N2c2ccc(Cl)cn2)CC1	7	3	-1	0.4	1	-4	-1	-1	8
Cc1cc(NC(=O)CCl)nn1C	1	28	-4	0.3	-5	-5	-7	12	16
CCOC(=O)c1nsnc1NCCCl	-10	8	-2	-1.7	2	1	2	1	-16
C[C@]12CC[C@@H](O)CC1=CCC1C2CC[C@]2(C)C(=O)[C@H](F)CC12 (stereo partly drawn)	11	19	-2	0.4	-2	-16	17	1	0
O=C(Nc1ccc(F)cc1)OC1CN2CCC1CC2 (stereo not drawn)	-18	-16	-1	3.9	-2	-22	-8	6	2
Cc1ccc(CN2CCN(C)CC2)c(C)c1	12	19	-6	1.6	3	1	9	4	0
CN(C)N=O	-6	-24	0	-2.3	2	6	2	1	-8

Random excerpt: two compounds from above
SMILES	tim10-1 inh	Mdm2 MdmX PPI	APJ ag	CHOP UPR activ	XBP1 UPR activ	TIM10 inh	tim23-1 inh	CXCR6 block	APJ antagonist
CCCn1c(C)cc(C=O)c1C	8	7	1	-1.0	0	-10	1	2	-3
O=C(Cc1ccc(Cl)cc1)NCCN1CCN(C(=O)Cc2ccc(Cl)cc2)CC1	2	-1	2	-0.7	-3	4	3	-4	1

Continuation:
SMILES	tim10-1 inh	Mdm2 MdmX PPI	APJ ag	CHOP UPR activ	XBP1 UPR activ	TIM10 inh	tim23-1 inh	CXCR6 block	APJ antagonist
Cc1ccc(N=Cc2c(O)n(C)c(=O)n(C)c2=O)cc1	14	18	-3	1.0	-1	1	-10	8	7
NNC(=O)c1ccc(O)cc1	17	-42	7	-0.5	1	12	19	-4	0
O=c1cc(C2CCNCC2)[nH][nH]1	17	20	1	-1.8	-4	-11	12	2	-3
COc1cccc(N=Nc2c(O)[nH]c(=S)[nH]c2=O)c1	-6	21	-3	7.6	3	-25	-5	8	9
COC(=O)COc1ccc(/C=C2\C(=O)NC(=S)N(c3ccc(C)cc3)C2=O)cc1OC	8	16	-3	0.4	-3	-10	-6	1	21
O=[N+]([O-])c1ccc(N2CCCC2)cc1N/N=C1\CN2CCC1CC2	-6	8	-4	-1.3	0	6	2	5	8
CCCCCn1c(=O)c(C(=O)Nc2cccc(C)n2)c(O)c2ccccc21	3	18	-2	8.6	1	-4	0	-7	-5
Cc1nc2ccc(Cl)cc2c(-c2ccccc2)c1C(=O)O	6	-19	-2	-2.6	1	-6	8	6	-35
CCOc1ccccc1N1C(=O)NC(=O)C(CCc2ccncc2)(CCc2ccncc2)C1=O	-10	12	2	0.3	-2	4	0	0	-3
CN1[C@@H]2CC[C@H]1CC(OC1c3ccccc3CCc3ccccc31)C2 (stereo partly drawn)	26	71*	-4	-1.8	-6	11	0	3	7
O=C1NC(=O)N(Cc2ccccc2Cl)C(=O)/C1=C/c1cccs1	9	37	3	52*	47*	0	17	28	17
O=c1c2ccccc2[nH]c(=S)n1-c1ccc(Br)cc1	4	19	-1	-1.4	-2	-6	14	-4	15
Nc1ccc(C2(c3ccc(N)cc3)CN3CCC2CC3)cc1	4	10	0	-0.6	9	4	12	-8	11
Cc1ccc(-n2c(C)nc3ccccc3c2=O)c(C)c1	24	3	0	1.7	-3	20	11	-6	3
Cc1cc(=O)oc2cc(OCC(=O)N3CCN(Cc4ccccc4)CC3)ccc12	9	-15	1	-0.5	-4	0	14	-3	-1
COc1ccc(-n2c(O)c(C(C)=NCc3ccc4c(c3)OCO4)c(=O)[nH]c2=O)cc1	-13	24	-5	0.8	-1	8	0	-1	19
Cc1cccc(NC(=O)[C@@H](NC(=O)N2C[C@H]3C[C@@H](C2)c2cccc(=O)n2C3)C(C)C)c1	-17	-6	-3	-0.5	2	1	0	2	18
C=CCn1c(O)c(C(CC)=NCc2cc(OC)cc(OC)c2)c(=O)[nH]c1=O	33	39	0	-2.2	2	20	-9	-10	15
OC(CN1CCCCC1)c1c[nH]c2ccccc12 (stereo not drawn)	14	-13	0	1.6	1	1	10	6	5
CN1C(=O)C(Cc2cccs2)C(=O)N(C)C1=O	-10	4	3	-0.4	-6	0	11	0	-11
O=C1NC(=O)C(=Cc2csc3ccccc23)C(=O)N1	-6	-5	0	1.9	-7	9	-1	-9	-8
Nc1nnc(P(c2ccccc2)c2ccccc2)s1	10	-6	-5	1.3	-2	5	10	15	27
O=C(Nc1ccc(OC(=O)N2CCCC2)cc1)N1CCOCC1	3	9	-1	1.2	-2	5	16	3	13
C=CCn1c(O)c(C(C)=NCCN2CCN(C(=S)NC)CC2)c(=O)[nH]c1=O	12	-1	-2	0.0	0	7	-1	8	3
CC(C)(C)c1nc(N2CCN(C(=O)c3ccco3)CC2)c2nnn(Cc3ccccc3Cl)c2n1	12	57*	-1	1.4	11	12	27	5	-11
SMILES	tim10-1 inh	Mdm2 MdmX PPI	APJ ag	CHOP UPR activ	XBP1 UPR activ	TIM10 inh	tim23-1 inh	CXCR6 block	APJ antagonist
CC(O)CNc1ccc([N+](=O)[O-])c2cccnc12 (stereo not drawn)	15	2	-1	1.0	0	4	8	3	-4
O=[N+]([O-])c1cccc(CN2CCN(Cc3ccc(Cl)cc3)CC2)c1	-20	17	-3	0.2	-4	-7	-10	-9	14
COC(=O)CC1NC2CCCCC2NC1=O (stereo not drawn)	4	-13	-1	-0.4	2	2	7	-7	-4
O=C(C1CC(=O)N(C2CCCCCCC2)C1)N1CCC2(CC1)OCCO2 (stereo not drawn)	12	13	-4	-0.6	-1	6	3	-2	1
CCCc1cc(=O)oc2cc(OCC(=O)N3CCN(Cc4ccc5c(c4)OCO5)CC3)ccc12	26	17	-5	-2.6	-1	17	21	9	10
COc1ccc(C2=NCC(=O)N(CC(=O)NCc3ccco3)c3sc4c(c32)CCCC4)cc1OC	20	8	-2	0.2	0	6	18	7	-4
CCC(=NCCc1ccccc1)c1c(O)n(C2CCCCC2)c(=O)[nH]c1=O	-7	11	-4	1.7	2	12	30	0	5
CCC(=NCCCN(CC)CC)c1c(O)n(-c2ccccc2)c(=O)[nH]c1=O	5	14	-3	-1.9	0	-10	8	4	9
Cc1nccc2c1[nH]c1ccc(Br)cc12	24	37	-1	0.1	-2	0	0	-6	-38
CCN1CC2(COC(=O)c3ccccc3N)CCC(OC)C34C5CC6C(OC)CC(O)(C5C6OC)C(O)(C(OC)C23)C14 (stereo not drawn)	18	12	1	7.4	6	22	27	2	-9
COC(=O)C1=C(c2ccccc2OCc2ccccc2)C[C@@H]2CC[C@H]1N2C(=O)NCc1ccc(Cl)cc1	25	30	-1	4.0	4	12	35	12	14
CC(C)c1oc(=O)cc2c1[C@@H](O)[C@H]1OC(=O)[C@@]3(C)C[C@@H](O)[C@@H](O)[C@@]2(C)C13 (stereo partly drawn)	3	81*	5	-0.4	5	1	-2	-4	-9
CCOC(=O)C1(CCCc2ccccc2)CCN(C2CCCC2)CC1	13	-3	0	-1.4	-4	-7	5	-8	-2
CCOc1nc(NC(C)C)nc(N2CC3CC(C2)c2cccc(=O)n2C3)n1 (stereo not drawn)	9	30	-2	1.2	0	-1	13	2	8
C=Cn1c(P(=S)(N2CCOCC2)N2CCOCC2)cc2c1CCCC2	29	16	3	-1.7	-3	15	32	1	-24
CC(C)c1ccc(NC(=O)N2C[C@H]3C[C@@H](C2)c2cccc(=O)n2C3)cc1	7	4	-4	-1.2	1	0	21	3	11
Cc1ccc(-c2nc3ccccc3c(=O)n2-c2cccc(C)n2)cc1	18	-19	-4	1.0	-2	16	22	8	17
c1ccc(CNCCc2ccc3c(c2)OCO3)nc1	-18	9	-6	-0.8	-1	-11	0	-4	3
COc1ccccc1N1CCN(C2CCCN(C(=O)COc3ccccc3Cl)C2)CC1 (stereo not drawn)	25	16	-2	-1.5	-5	9	15	6	-10
COC(=O)CC1=C(C(=O)OC)C2(C(=O)Nc3c(C)cccc32)C(C#N)=C(N)O1 (stereo not drawn)	30	-1	3	-0.7	-2	10	24	-1	-25
Oc1c(Br)cc(Br)cc1CN1CCN(Cc2ccccc2)CC1	37	8	-7	-0.8	-2	22	20	1	-4
